ERAP1 inh – ERAP1 (human) enzyme inhibition; recombinant ERAP1, Leu-AMC fluorescence, 60 min; actives 0.15% (n = 340,000); inhibition, % at 10.7 µM;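 active = mean replicate inhibition of at least 30%, or all replicates individually reaching that 30% level; inactive = mean below 30% and not every replicate reaching it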;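 also: 0% = neutral control wells and 100% = L-leucinethiol positive control wells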
miR-122 sensor – blocks miR-122 activity in Huh7 sensor cells; activation (reporter increase), % at 12.5 µM; Huh7 miR-122 Renilla luciferase sensor, 48 h; neutral wells = 0, positive control = 100; actives 0.3% (n = 340,000);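 active = mean replicate activation score at least 90 and every replicate individually at or above 90; inconclusive = only one of the two criteria met; inactive = neither criterion met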;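 also: higher luciferase means less miR-122 activity so hits act as miR-122 inhibitors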
RAD54 branch – RAD54 (human) branch migration inhibition. RAD54 Holliday junction branch migration, FAM/BHQ fluorescence. inhibition, % at 10.4 µM. actives 0.14% (n = 360,000). Q92698;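 active = mean normalized replicate activity at least 40 and at least half of replicates scoring 40 or more; inconclusive = only one of the two criteria met; inactive = mean below 40 and under half of replicates reaching 40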;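 also: 0% = median of neutral control wells and 100% = median of positive control wells; inhibitors cause a drop in the FAM fluorescence signal; in these data hits start at about 50%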
Cneo AK release – causes C. neoformans cell lysis | adenylate kinase release luminescence, 4 h; normalised: neutral wells 0, clomiphene wells 100 | lysis activity, % at 15 µM | actives 0.2% (n = 360,000) | AID 651654;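 active = mean lysis activity across replicates of at least 80%, whatever share of replicates individually reach that level; inactive = mean lysis activity below 80%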
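Material – log-phase Cryptococcus neoformans yeast cells · Input – 5 × 10^6 yeast cells/mL · Medium – fresh YPD growth medium · Doses – single compound concentration per well · Timing – static 4 h at 37 °C with compound, 1 h detection · Detection – adenylate kinase release luminescence · Read-out – signal increase indicating cell lysis · Control set – Clomiphene as positive lysis control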
PglD DTNB – PglD (C. jejuni) enzyme inhibition; inhibition, % at 12.5 µM; purified PglD enzyme, DTNB colorimetric CoA detection; actives 0.098% (n = 360,000); in the data active = inhibition above about 16%, passing the limit was not always enough; inconclusive = no clear call, values can overlap the other calls; also: strong numbers were not always called active
E-sel inducer – induces E-selectin expression in human endothelial cells. P16581. HUVEC E-selectin immunofluorescence imaging; normalized: neutral wells 0, TNF-alpha wells 100. activation, % at 7.58 µM. actives 0.37% (n = 260,000). AID 686992;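 active = mean E-selectin-positive cell signal at least 10% of the positive control, reached in at least 60% of replicates, without over 20% cell loss; inconclusive = no rule given, readout overlaps actives, possibly toxicity-flagged; inactive = the rest, including those meeting only one limit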;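 also: in these data hits start at about 27%; measured in HUVEC primary endothelial cells; signal is the percent of cells scored E-selectin positive by PE staining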
Target sequence (P16581 whole entry, looked up): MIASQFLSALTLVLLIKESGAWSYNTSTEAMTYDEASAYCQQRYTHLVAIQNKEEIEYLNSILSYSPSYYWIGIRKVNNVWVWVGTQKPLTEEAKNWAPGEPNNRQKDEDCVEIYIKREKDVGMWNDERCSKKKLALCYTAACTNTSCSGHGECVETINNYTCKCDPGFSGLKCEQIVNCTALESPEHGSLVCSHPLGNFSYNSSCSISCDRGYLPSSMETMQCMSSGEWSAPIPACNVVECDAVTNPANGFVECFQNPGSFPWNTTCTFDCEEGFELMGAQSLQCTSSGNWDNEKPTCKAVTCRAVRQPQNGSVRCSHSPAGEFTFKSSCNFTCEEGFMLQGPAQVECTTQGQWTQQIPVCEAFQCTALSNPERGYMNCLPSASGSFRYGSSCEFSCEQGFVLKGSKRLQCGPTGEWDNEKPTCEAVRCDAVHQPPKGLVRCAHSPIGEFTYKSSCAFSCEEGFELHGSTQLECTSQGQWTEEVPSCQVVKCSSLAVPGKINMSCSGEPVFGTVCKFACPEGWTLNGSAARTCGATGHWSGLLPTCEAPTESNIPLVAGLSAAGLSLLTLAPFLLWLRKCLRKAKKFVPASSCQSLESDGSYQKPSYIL
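System: HUVEC / Compound: single concentration / Signal: immunofluorescence imaging / Read-out: percent E-selectin-positive cells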
PGC1a acetyl inh – modulators of PGC1a acetylation | inhibition, % at 15.6 µM | U2OS PGC1a acetylation, AlphaScreen anti-acetyl-lysine; with virally co-expressed GCN5 acetyltransferase | actives 0.17% (n = 350,000);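 active = every replicate shows inhibition of at least 40%; inconclusive = mean inhibition at least 40% but some replicate below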;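 also: 0% = neutral control wells and 100% = positive control wells; some results beyond the cut were filed as inactive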
RAD52 inh – blocks human RAD52 DNA annealing; P43351; inhibition, % at 18.7 µM; recombinant RAD52 DNA annealing, FRET fluorescence; actives 0.46% (n = 360,000); AID 651710;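 active = every replicate showing at least 50% inhibition; inconclusive = mean inhibition at least 50% but not in every replicate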
Target sequence (P43351 whole entry, looked up): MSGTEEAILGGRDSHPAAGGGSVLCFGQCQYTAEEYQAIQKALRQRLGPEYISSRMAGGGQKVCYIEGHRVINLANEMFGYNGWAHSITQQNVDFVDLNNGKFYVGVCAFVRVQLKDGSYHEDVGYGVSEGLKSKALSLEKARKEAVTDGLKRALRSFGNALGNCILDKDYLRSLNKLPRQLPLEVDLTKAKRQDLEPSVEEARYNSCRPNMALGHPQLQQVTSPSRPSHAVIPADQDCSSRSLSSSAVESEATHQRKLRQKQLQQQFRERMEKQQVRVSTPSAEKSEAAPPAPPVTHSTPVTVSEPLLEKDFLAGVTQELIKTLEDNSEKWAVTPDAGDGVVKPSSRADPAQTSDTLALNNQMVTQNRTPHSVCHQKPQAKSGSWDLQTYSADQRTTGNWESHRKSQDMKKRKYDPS
Starred values were filed as active, the others as inactive; ? = inconclusive; . = not tested or not shown; & = joins results of further samples; ! = a repeat was not active; [ ] = dose if it differs, or a comment.

SMILES	ERAP1 inh	miR-122 sensor	RAD54 branch	Cneo AK release	PglD DTNB	E-sel inducer	PGC1a acetyl inh	RAD52 inh
COc1ccc(NS(=O)(=O)c2ccc(NC(=S)NC(=O)c3ccc(F)cc3)cc2)nn1	.	0	10	-2	2	.	-7	.
COc1ccccc1C(=O)NNC(=O)c1cccc(C)c1	0	10	3	-2	3	.	11	-16
C=CCNC(=S)NNC(=O)c1cccn(Cc2ccc(Cl)cc2)c1=O	-1	-1	-4	2	-3	.	.	-4
O=C(C[C@@H]1C=C[C@H](NC(=O)Cc2ccccn2)[C@H](CO)O1)NCCCN1CCOCC1	2	.	1	-4	0	-0.4	-19	-4
O=C(O)Cc1csc2ccccc12	.	-5	-3	-1	-7	.	10	.
Cc1cc(/C=C2/NC(=O)N(c3ccccc3)C2=O)c(C)n1-c1cccnc1	8	12	-5	-3	-4	0.6	.	-22
FC(F)(F)c1ccc(-c2cccc3c2C2CC3CCN2)cc1 (stereo not given)	.	-2	-1	0	4	-1.3	-2	-16
CC(C)(C)SCCNC(=O)CN(c1ccccc1)S(=O)(=O)c1ccccc1	-6	-1	-12	-14	-1	-0.7	25	-11
Cc1ccc(S(=O)(=O)N(C)C)cc1NC(=O)COC(=O)C1(c2ccccc2)CC1	-2	.	-5	-1	4	.	.	-8
Cc1cccc(-n2c(C)nc3cc(C(=O)NCC4CCCO4)ccc32)c1 (stereo not given)	-5	-7	-6	2	-1	.	3	2
CCc1c(C)nc2ncnn2c1Nc1ccccc1C	0	0	-7	1	-3	0.0	-2	-11
CC(C)CCNC(=O)CSc1nc2ccccc2s1	-1	.	.	.	.	4.5	-4	-2
CC(C)NC(=S)Nc1ccc2nc3n(c(=O)c2c1)CCCCC3	1	-4	3	-1	3	.	-8	-1
Cc1ccc(NC(=O)C2CC(=O)n3c(nc4ccccc43)N2)cc1 (stereo not given)	-2	-10	-6	0	-1	.	13	-27
CC1(C)CCC/C(=C\c2ccccc2)C1=O	0	-5	-7	-3	-1	.	-29	-65
O=C(c1cnccn1)N1CC(=O)N2[C@H](C1)[C@H](c1ccc(C#CC3CC3)cc1)[C@@H]2CO	-3	.	.	.	.	0.1	14	0
COc1cc(C(=O)NCC(=O)N/N=C/c2ccccn2)cc(OC)c1OC	-1	-5	.	.	.	.	3	-19
N#C[C@@H]1[C@H](c2ccccc2)[C@@H](CO)N1C(=O)Cc1ccccn1	-1	.	-16	42	4	0.8	3	-12
Cc1ccc(-c2noc(COc3ccccc3C)n2)cc1	.	-20	-11	0	3	.	.	.
Cc1ccc(/C=N/NC(=O)c2n[nH]c3c2CCCC3)cc1	-1	82	1	3	1	0.1	-12	-8
CCOc1ccccc1NS(=O)(=O)c1cccs1	.	0	-6	-1	-2	.	-8	.
CNC[C@@H]1OCCCC[C@H](C)Oc2ccc(NC(=O)Nc3ccc(OC)cc3)cc2C(=O)N([C@@H](C)CO)C[C@@H]1C	10	-1[16.7 µM]	4	0	0	0.3	7	-4
COc1ccc(C(=O)NC(=S)NNC(=O)c2cnccn2)cc1OC	.	-4	6	6	4	.	8	.
COc1ccc(-c2ccc(=O)n(Cc3cc(=O)n4ccccc4n3)n2)cc1	.	-3	5	-2	3	.	-3	.
Cc1c(/C=N/n2cnnc2)c2ccccc2n1CCOc1ccccc1	.	4	16	2	-3	.	2	.

Record cards, as listed above. Values in the order: ERAP1 inh | miR-122 sensor | RAD54 branch | Cneo AK release | PglD DTNB | E-sel inducer | PGC1a acetyl inh | RAD52 inh
Profile of O=C(O)Cc1csc2ccccc12 : . | -5 | -3 | -1 | -7 | . | 10 | .
Profile of CC(C)(C)SCCNC(=O)CN(c1ccccc1)S(=O)(=O)c1ccccc1 : -6 | -1 | -12 | -14 | -1 | -0.7 | 25 | -11

Next entries follow.
SMILES	ERAP1 inh	miR-122 sensor	RAD54 branch	Cneo AK release	PglD DTNB	E-sel inducer	PGC1a acetyl inh	RAD52 inh
COc1cc(/C=N/NC2=NCCCCC2)ccc1O	.	-4	-8	-2	-6	0.5	-2	0
Cc1cc(C)cc(NC(=O)C(Sc2ncnc3ccccc23)c2ccccc2)c1 (stereo not given)	2	3	1	3	-3	.	-3	-22
COc1ccc(NC(=O)N(C)C[C@@H]2Oc3cc(-c4cccc(C(=O)N(C)C)c4)ccc3S(=O)(=O)N([C@@H](C)CO)C[C@@H]2C)cc1	1	7[16.7 µM]	-2	12	3	0.5	-2	14
CC(C)NC(=O)N(C)C[C@@H]1OCCCC[C@@H](C)Oc2ccc(NS(=O)(=O)c3ccccc3)cc2C(=O)N([C@H](C)CO)C[C@H]1C	-1	-3[16.7 µM]	-1	-1	-1	0.2	-1	14
C[C@@H]1CN([C@H](C)CO)C(=O)c2cccc(NS(=O)(=O)c3ccc(F)cc3)c2O[C@H]1CN(C)C(=O)NC1CCCCC1	2	1[16.7 µM]	-4	-1	-2	-3.3	3	0
C[C@@H]1CN([C@@H](C)CO)C(=O)c2cc(NC(=O)Cc3ccccc3)ccc2O[C@H]1CN(C)S(=O)(=O)c1ccc(F)cc1	4	2[16.7 µM]	11	-2	1	0.1	3	-23
CCOc1ccccc1NC(=S)NC1CC2CCC1C2 (stereo not given)	-3	11	0	4	-1	.	-8	4
O=C(Nc1ccc(N2CCOCC2)c(Cl)c1)c1cccnc1Cl	.	-4	10	3	-1	.	11	.
CCCNC(=O)C[C@H]1CC[C@H]2[C@@H](COC[C@@H](O)CN2C(=O)Nc2c(C)noc2C)O1	-1	4[16.7 µM]	0	44	-37	0.0	6	-6
O=C(Nc1ccccc1C(=O)NCc1cccnc1)c1ccccc1Cl	0	-1	4	-3	1	-0.1	.	1
CSCC(=O)N1CCc2ccc(NC(=O)c3ccccc3Cl)cc2C1	0	3	-8	-3	3	0.8	5	-11
C[C@@H]1CN([C@@H](C)CO)S(=O)(=O)c2ccc(Br)cc2O[C@H]1CN(C)C(=O)c1ccccc1F	-1&2	-2	2&-1	0&-4	2&1	0.1&-2.7	-20&-13	1&1
CCc1ccc(NC(=O)C(C)OC(=O)CCN2C(=O)C3CC=CCC3C2=O)cc1 (stereo not given)	-2	-6	4	-3	-3	-0.2	-6	3
COc1cccc2c(=O)cn[nH]c12	.	-4	-2	0	0	.	7	.
O=C(Cc1n[nH]c(=O)c2ccccc12)OCC(=O)c1ccccc1Cl	-1	1	-2	-3	2	.	7	-12
COc1ccc(N2CCN(C(=O)c3ccc4c(=O)n(CCc5ccc(OC)c(OC)c5)c(=O)[nH]c4c3)CC2)cc1	4	5	-1	0	1	-0.2	.	-6
CCCc1nnc(NC(=O)c2cc(OC)cc(OC)c2)s1	.	12	22	-1	-7	-1.4	9	.
C[C@H]1CN([C@@H](C)CO)C(=O)c2cc(-c3cccnc3)cnc2O[C@H]1CN(C)C(=O)Nc1ccc(F)cc1	-2	-7[16.7 µM]	-1	1	4	-0.3	11	1
CCOC(=O)C1=C(C)Nc2ccccc2N=C1NC(=O)c1cccc(S(=O)(=O)NCc2ccccc2)c1	.	6	0	0	-1	.	1	.
COc1ccc(C(=O)N2CCN(c3nc4ccccc4o3)CC2)cc1OC	2	-4	4	0	-2	0.8	9	-4
CC(C)(C)c1ccc(OCc2ccc(C(=O)N/N=C/c3ccc([N+](=O)[O-])cc3)o2)cc1	.	3	-10	2	-2	.	-7	.
O=C(Cc1ccccn1)NCC[C@H]1CC[C@@H](NC(=O)Nc2ccc(F)cc2)[C@H](CO)O1	-1	.	-7	-2	3	-0.9	0	-23
C[C@@H]1CN([C@H](C)CO)C(=O)Cc2cc(NS(=O)(=O)c3ccc(F)cc3)ccc2O[C@@H]1CN(C)Cc1ccc(Oc2ccccc2)cc1	2	-6[16.7 µM]	-3	-1	-1	-0.6	-8	-14
CCCN1CCN(c2ccc(S(N)(=O)=O)cc2[N+](=O)[O-])CC1	-2	-5	.	.	.	2.0	.	-9
COc1ccc(-n2ncc3c(NCc4ccccn4)ncnc32)cc1	.	-3	-9	-4	-4	.	.	.

Additional compounds
SMILES	ERAP1 inh	miR-122 sensor	RAD54 branch	Cneo AK release	PglD DTNB	E-sel inducer	PGC1a acetyl inh	RAD52 inh
Cc1cccc(-c2ccc(C3[C@@H]4CN(C(=O)Nc5ccc(F)cc5)C[C@H]3N4)cc2)c1 (stereo not given in full)	0&0	.	.	.	.	-0.2	0&9	60*!
CN1C(=O)/C(=C\C=C2/CCCN2C)N(C)C1=S	3	-3	-19	-4	12	-0.2	10	-15
CCOc1ccc(NC(=O)c2cc3n(n2)C(C(F)(F)F)CC(c2ccco2)N3)cc1 (stereo not given)	.	6	2	2	-1	.	-9	.
C[C@@H]1CN([C@H](C)CO)C(=O)c2cc(C#C[C@@H](C)O)cnc2O[C@@H]1CN(C)C(=O)Cc1ccncc1	-2	-8[16.7 µM]	8	3	-2	-1.1	-3	-32
COc1ccccc1-c1cc(C(=O)NC(C)C)no1	-2	14	-6	0	2	.	-4	-6
O=C(Nc1ccccc1N1CCOCC1)c1ccccc1[N+](=O)[O-]	.	-1	9	1	-8	.	-2	.
CN1c2ccc(-c3ccccc3F)cc2[C@H]2[C@H](CCN2C(=O)CN2CCOCC2)[C@@H]1CO	-2	-1[16.7 µM]	5	-8	-3	-0.4	-20	-22
CN1CCN(c2ccc(CNC(=O)C3Cc4c(-c5ccccc5)ccnc4O3)cc2)CC1 (stereo not given)	-2	.	12	-3	6	-0.6	.	12
CCC(=O)Nc1ccccc1C(=O)OCC(=O)c1ccc2ccccc2c1	.	-7	2	8	-2	.	-12	.
FC(F)(F)c1cccc(NC(=S)NNC(=S)NCc2ccccc2)c1	.	24	-6	2	.	.	-2	.
Cc1cccc(S(=O)(=O)N2CCCCN3[C@H](CO)[C@H](c4ccc(C#C[C@@H](C)O)cc4)[C@@H]3C2)c1	1	3[16.7 µM]	-4	3	6	-0.3	1	-37
CCC(C(=O)OCC(=O)N1CCN(c2ccc(OC)cc2)CC1)c1ccccc1 (stereo not given)	-1	-1	24	-2	5	-0.7	1	-1
c1ccc(Nc2c(-c3ccco3)nc3ccccn23)cc1	.	19	10	24	-8	-0.6	.	.
O=S(=O)(Nc1ccc(N2CCOCC2)cc1)c1cc(Cl)ccc1Cl	1	94*	-9	-1	2	-0.1	-9	-10
NC(=O)c1ccc(CN2CCC(Cc3ccccc3)CC2)cc1	-2	-3	1	2	-2	?	-5	-10
COC(=O)c1cc(S(=O)(=O)N2CCCCCC2)cn1C	0	3	14	2	1	.	8	-7
CCOC(=O)N1CCC(N(CCN(C)C)C(=S)Nc2cccc(SC)c2)CC1	.	27	.	-2	-4	6.7	-10	-3
C/C=C/c1ccc([C@@H]2[C@@H](C#N)N(C(=O)c3cccnc3)[C@@H]2CO)cc1	3	.	0	-2	-4	0.0	-3	6
CCS(=O)(=O)N[C@@H]1CC[C@@H](CC(=O)NCc2ccc(Cl)cc2)O[C@@H]1CO	1	.	4	-2	5	-0.1	-4	-4

Looked up by structure from the entries so far, three records:
SMILES	ERAP1 inh	miR-122 sensor	RAD54 branch	Cneo AK release	PglD DTNB	E-sel inducer	PGC1a acetyl inh	RAD52 inh
COc1ccc(NS(=O)(=O)c2ccc(NC(=S)NC(=O)c3ccc(F)cc3)cc2)nn1	.	0	10	-2	2	.	-7	.
Cc1cc(/C=C2/NC(=O)N(c3ccccc3)C2=O)c(C)n1-c1cccnc1	8	12	-5	-3	-4	0.6	.	-22
CCOc1ccccc1NS(=O)(=O)c1cccs1	.	0	-6	-1	-2	.	-8	.

Marked active in miR-122 sensor, of those listed so far:
Structure,ERAP1 inh,miR-122 sensor,PglD DTNB,PGC1a acetyl inh,RAD52 inh
O=S(=O)(Nc1ccc(N2CCOCC2)cc1)c1cc(Cl)ccc1Cl,1,94*,2,-9,-10

Screens (PubChem BioAssay)
